Menin-MLL TR inh = menin-MLL binding inhibition, Texas Red mutant peptide; O00255; Menin + Texas Red MLL mutant peptide, fluorescence polarization; Potency, µM (doses to about 61.6 µM), inactives show top-dose FP activity change, negative = inhibition, hits mostly inhibitors; 270,000 tested, 0.23% active; AID 1768; active = well fitted inhibition curve with a large enough effect in the polarisation, with a control signal flat, not every such curve was filed as active; inconclusive = small, poorly fitted or top-dose-only effect, or effect the other way, or a change in a side signal; inactive = no such curve, though single readings can be large or run the other way; the % refers to the polarisation; also: potency is read from the fitted curve at half-maximal effect; % of control where 0% means no effect; many of its hits are not listed in these tables
GALK inhibitor = inhibitors of human galactokinase; P51570; Purified GALK, Kinase-Glo residual ATP luminescence; Potency, µM (titrated, usually from 57.5 µM), without a hit: top-dose activity change, negative = inhibition, most hits filed as inhibitors; 270,000 tested, 0.007% active; also: potency is read from the fitted curve at half-maximal effect; % is scaled to controls: 0 for no effect and ±100 for the full control effect
Target sequence (P51570 whole entry, looked up): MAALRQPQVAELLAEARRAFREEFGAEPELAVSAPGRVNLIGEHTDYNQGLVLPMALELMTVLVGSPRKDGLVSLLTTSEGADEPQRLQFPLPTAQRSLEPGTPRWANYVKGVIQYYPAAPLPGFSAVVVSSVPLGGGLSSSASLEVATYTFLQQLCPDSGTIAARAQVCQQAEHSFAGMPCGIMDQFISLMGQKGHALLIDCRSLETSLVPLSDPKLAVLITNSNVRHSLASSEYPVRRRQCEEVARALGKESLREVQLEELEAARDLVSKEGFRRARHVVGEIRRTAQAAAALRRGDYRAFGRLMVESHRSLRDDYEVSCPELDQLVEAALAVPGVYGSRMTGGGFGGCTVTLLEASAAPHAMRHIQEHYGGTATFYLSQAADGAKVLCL
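The enzyme phosphorylates galactose (100 uM) using ATP (35 uM); inhibition is detected as higher residual ATP, quantified by bioluminescence after 1 h reaction at room temperature, pH 8.0.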
hERG WT inh = inhibitors of human wildtype KCNH2 potassium channel | activity change, % at 1.84 µM | AID 720551 | 340,000 tested, 0.37% active | U2OS, BacMam KCNH2, thallium flux FluxOr; stronger effect = lower value | Q12809;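 active = maximum activity change below -70%; inconclusive = maximum activity change between -70% and -50%; inactive = maximum activity change above -50%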; also: % is scaled to controls: 0 for no effect and ±100 for the full control effect
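U2OS cells were transduced with wild-type KCNH2 virus (2.03 x 10^8 / mL) for 4 h at room temperature, then cultured overnight at 37 C. Thallium flux was read with FluxOr dye. Rate constants were normalized to DMSO controls.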
MLL CXXC-DNA inh = blocks binding of human MLL CXXC domain to DNA; Q03164; MLL-CXXC / FITC-HOXA9 DNA fluorescence polarization; Potency, µM (highest dose often 115 µM), without a hit: at the highest dose activity change, negative = inhibition, actives largely listed as inhibitors; 290,000 tested, 0.037% active; active = well fitted inhibition curve with a large enough effect in the polarisation, with a control signal flat, not every such curve was filed as active; inconclusive = small, poorly fitted or top-dose-only effect, or effect the other way, or a change in a side signal; inactive = no such curve, though single readings can be large or run the other way; the % refers to the polarisation; also: potency is read from the fitted curve at half-maximal effect
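Purified MLL-CXXC (added from a 7 uM solution) was preincubated 5 min at ambient with pinned compounds in 50 mM Tris-HCl pH 7.5, 50 mM NaCl, 1 mM DTT, 0.05% BSA. Fluorescein-labeled HOX-A9 DNA (50 nM solution) followed, 30 min, then polarization read.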
FBPA coupling cs = inhibits coupling enzyme system, counter-screen for aldolase hits; coupling enzyme system counterscreen, AmpLite Red fluorescence; activity change, negative = inhibition, % at 58.2 µM, hits read low; 290,000 tested, 0.67% active; in the data active = activity change below about -30%; also: % is scaled to controls: 0 for no effect and ±100 for the full control effect
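Activity here indicates interference with the coupling reaction, not aldolase inhibition. Compounds at 57.5 uM final met coupling enzymes for 10 min at RT; substrate and AmpLite Red detection followed, with a 525/598 nm fluorescence read after 20 min.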
USP2a block = blocks human ubiquitin-specific protease USP2a. 330,000 tested, 0.01% active. Potency, µM (titrated, usually from 38.3 µM), inactives show at the highest dose activity change, negative = inhibition, actives largely listed as inhibitors. USP2 core, Ub-CHOP2 coupled fluorogenic reporter, 485/531;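 also: potency is read from the fitted curve at half-maximal effect; plate controls were DMSO wells for no effect and full inhibition by NEM control for full effect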
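USP2 core (10nM final) preincubated 30min RT with compound in 20mM Tris-HCl pH 8.0, 2mM CaCl2, 2mM beta-mercaptoethanol, 0.05% CHAPS; 25nM Ub-CHOP2 plus 25nM reporter substrate added, fluorescence (Ex485/Em531) read after 60min.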
B2AR arrestin = agonists driving beta-arrestin recruitment to human beta2-adrenergic receptor; Potency, µM (top dose mostly 46.1 µM), without a hit: at the highest dose activation, actives largely listed as activators; beta-arrestin recruitment to beta2AR, cell-based reporter; P07550; AID 492947; 330,000 tested, 0.02% active;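 also: potency is read from the fitted curve at half-maximal effect; 0% = DMSO controls and full agonism = EC100 isoproterenol or metaproterenol; nearly all actives have a fitted effect of over 65% in size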
Target sequence (P07550 whole entry, looked up): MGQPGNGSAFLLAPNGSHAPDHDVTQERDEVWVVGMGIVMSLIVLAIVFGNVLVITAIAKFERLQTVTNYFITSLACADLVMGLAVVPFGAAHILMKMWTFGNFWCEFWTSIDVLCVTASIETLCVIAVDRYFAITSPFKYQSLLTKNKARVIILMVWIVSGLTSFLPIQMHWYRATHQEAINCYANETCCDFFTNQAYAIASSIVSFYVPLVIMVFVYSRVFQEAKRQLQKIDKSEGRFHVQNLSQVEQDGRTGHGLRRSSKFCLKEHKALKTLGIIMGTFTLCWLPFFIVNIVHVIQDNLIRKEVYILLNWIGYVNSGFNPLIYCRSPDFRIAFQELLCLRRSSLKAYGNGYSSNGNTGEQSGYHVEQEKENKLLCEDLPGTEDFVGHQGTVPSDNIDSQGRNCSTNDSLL
PKM2 activator = PKM2 (human) enzyme activation; P14618; purified PKM2, Kinase-Glo ATP luminescence, activation; response scale: 0% is enzyme alone, no compound; Potency, µM (doses to about 57.5 µM), inactives show top-dose activation, usual class: activators; 260,000 tested, 0.34% active; AID 1631; also: potency is read from the fitted curve at half-maximal effect; % is scaled to controls: 0 for no effect and ±100 for the full control effect; nearly all actives have a fitted effect of over 55% in size
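hPK-M2, >95% pure; 0.1 mM ADP / 0.5 mM PEP final; imidazole pH7.2 buffer w/ 7 mM MgCl2, 50 mM KCl; 1 h RT; Kinase-Glo lum. Intermediate enzyme activity for dual inhibitor/activator qHTS.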
KCNH2 3.1 inh = blocks the human KCNH2 3.1 channel isoform | U2OS KCNH2 3.1, thallium flux FluxOr; stronger effect = lower value | activity change, % (tested at about 1.8 µM) | 340,000 tested, 0.95% active;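 active = maximum activity change below -70%; inconclusive = maximum activity change from -70% to -50%; inactive = maximum activity change above -50%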;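 also: thallium influx rate constant from kinetic fluorescence after stimulation buffer; % is scaled to controls: 0 for no effect and ±100 for the full control effect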
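Channel expression came from 3.1 mutant virus (1.77 x 10^8 /mL) applied to suspended U2OS cells for 4 h. Flux was tracked with FluxOr dye plus Red40 quencher, and kinetic rate constants normalized to controls.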
TRPV1 ag = human TRPV1 agonism; 320,000 tested, 0.19% active; activation, % at 8.33 µM; AID 540275; TRPV1-expressing cells, Fluo-8 calcium influx, agonist mode; Q8NER1; in the data active = activation above about 80%; inconclusive = between about 30% and that limit; also: 0% is about no effect
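Cells expressing TRPV1 were dye-loaded with Fluo-8 and read kinetically: 10 s baseline, 3 min after compound (agonist portion), then 2 min after EC20 capsaicin (allosteric enhancer portion). Calcium-bound dye fluorescence at 480/520 nm.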
Giardia kill = Giardia lamblia killing; AID 540267; 340,000 tested, 0.15% active; Giardia lamblia trophozoite viability; activity change, % at 7.66 µM, hits read low; in the data active = activity change below about -80%; inconclusive = between about -30% and that limit;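 also: parasites exposed to compound for two days anaerobically before the ATP read; % is scaled to controls: 0 for no effect and ±100 for the full control effect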
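Each well holds 100 Giardia trophozoites and compound. After two days (48 hrs) at 37 deg C in anaerobic conditions, ATP is quantified by luminescence.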
* hit, by the source's call; ? = inconclusive; / = no result given; [ ] = remark or other dose. Unless noted, calls follow the shape of the dose curve; as a rule, active = well fitted curve in the direction sought with a large enough effect; inconclusive = small, poorly fitted or top-dose-only effect, or another doubt; inactive = no such curve, though single readings can be large; an effect the other way counts as inactive or inconclusive.

No.	SMILES	Menin-MLL TR inh	GALK inhibitor	B2AR arrestin	FBPA coupling cs	Giardia kill	MLL CXXC-DNA inh
1	Cn1c(CNC(=O)c2ccco2)nnc1SCC(=O)N1CCN(c2ccccc2)CC1	9%	-1%	0.0%	1	-7	6%
2	O=S(=O)(NCc1ccccn1)c1ccccc1	4%	0%	-0.4%	-1	-2	5%
3	CC(=O)C1=C(C)NC(=O)NC1c1cc(Br)ccc1OCC(N)=O (stereo not given)	-23%	1%	-0.4%	1	4	1%
4	O=C(COC(=O)Cn1cc(C(F)(F)F)ccc1=O)Nc1ccc(Br)cc1F	/	/	-0.5%	/	-1	/
5	Cc1cccc(NC(=S)NC2CCN(Cc3ccccc3)CC2)c1C	4%	0%	-2.8%	0	-8	1%
6	COc1ccc2nc(N3CCCC(O)C3)c(C#N)cc2c1 (stereo not given)	1%	-1%	-0.1%	-7	8	-7%
7	Cc1cccc(N2CC(O)(c3cccs3)[N+]3=C2CCCCC3)c1 (stereo not given)	-2%	6%	-0.3%	1	-17	1%
8	CCCCN(C)C(=O)c1nc2ccccn2c1CN1CCC[C@H]1CO	6%	-1%	-0.2%	0	7	-2%
9	O=C(N/N=C/c1ccncc1)c1cc(Br)ccc1OCc1ccccc1	-13%	1%	0.5%	3	18	9%
10	Cc1ccc(NC(=O)CNCc2ccccn2)cc1S(=O)(=O)N(C)C	-7%	-2%	3.4%	0	16	15%
11	O=C(Cn1c(N2CCN(C/C=C/c3ccccc3)CC2)nc2ccccc21)c1ccccc1	1%	-2%	-0.2%	1	/	0%
12	CN1Cc2c(N3CCOCC3)nc(SCc3ccccc3)c(C#N)c2CC1(C)C	-11%	2%	-0.4%	-4	10	-3%
13	Cc1ccc2c(C(=O)CN3CCCCC3CCO)c(C)[nH]c2c1 (stereo not given)	2%	4%	-1.1%	4	-14	3%
14	CO/N=C/NC(=O)N1OC[C@@H]2COc3ccc4ccccc4c3[C@@H]21	4%	1%	0.0%	1	-11	-4%
15	COC(=O)c1cccc(NC(=O)c2cccs2)c1C	-11%	-3%	0.2%	3	-17	11%

No.	hERG WT inh	USP2a block	PKM2 activator	TRPV1 ag	KCNH2 3.1 inh
1	-6	-2%	/	-4	-11
2	-3	3%	-3%	-5	-4
3	4	0%	-6%	5	-13
4	3	0%	/	16	-7
5	7	3%	4%	3	8
6	3	5%	-4%	1	-4
7	16	2%	-3%	1	-27
8	-13	1%	-6%	4	-9
9	1	3%	6%	12	-19
10	7	3%	-5%	-4	0
11	/	0%	1%	-2	/
12	7	-12%	0%	27	-28
13	6	1%	1%	0	-9
14	3	-4%	1%	29	-3
15	19	7%	-7%	8	20

Later entries:
No.	SMILES	Menin-MLL TR inh	GALK inhibitor	B2AR arrestin	FBPA coupling cs	Giardia kill	MLL CXXC-DNA inh
16	COc1ccc(C(=O)C2CCCN(Cc3c(O)cccc3OC)C2)cc1OC (stereo not given)	0%	0%	-0.3%	1	6	-1%
17	CC(C)(C)[C@H]1C=C(C(=O)Nc2ccccc2)O[C@@H](OCc2ccc(CO)cc2)C1	-9%	-1%	-0.3%	-1	-8	?
18	COc1cc(/C=C2\CCCc3c2nc2ccccc2c3C(=O)O)cc(OC)c1O	/	/	2.4%	4	-6	-9%
19	COc1ccc(S(=O)(=O)N2CCN(Cc3cccs3)CC2)cc1OC	/	/	-0.1%	/	-19	/
20	CCCNc1ncnc2nc[nH]c12	5%	-3%	-0.3%	0	8	-6%
21	Cc1nc2c(nnn2Cc2ccccc2)c(=O)[nH]1	-9%	0%	-0.2%	-14	9	49%[activator]
22	O=C(O)/C=C/c1ccc(S(=O)(=O)N2CCCCCC2)cc1	0%	-2%	-0.2%	12	5	8%
23	COc1ccc(-c2cc(N)n(S(=O)(=O)c3ccc(C)cc3)n2)c(OC)c1	?	2%	-0.2%	0	18	-5%
24	Cc1ccc(S(=O)(=O)N2CCOCC2)cc1C(=O)Nc1cc(Cl)ccc1N1CCOCC1	/	/	-0.4%	/	5	/
25	CCOC(=O)CN1CC23C=CC(O2)C(C(=O)Nc2ccc(OC)cc2OC)C3C1=O (stereo not given)	1%	0%	0.2%	-13	18	3%
26	CCN1C(=O)c2cccc3c(Cl)ccc1c23	-1%	-1%	-0.1%	-2	-13	-5%
27	O=C(CN1C(=O)c2cccc3cccc(c23)C1=O)N1CCN(c2ccccn2)CC1	18%	-1%	8.3%	2	-7	-3%
28	Cc1cc(=O)[nH]c(SCC(=O)Nc2ccccc2C)n1	0%	0%	-0.4%	5	-5	6%
29	CC(=O)Nc1nnc(/C=C/c2cccc([N+](=O)[O-])c2)s1	20%	-7%	0.2%	4	27	26%
30	CCOc1cccc(OCCOCCN(C)Cc2ccccc2)c1	10%	2%	-0.3%	6	12	1%

No.	hERG WT inh	USP2a block	PKM2 activator	TRPV1 ag	KCNH2 3.1 inh
16	10	-2%	-4%	3	-10
17	-2	-1%	0%	16	9
18	-5	1%	?	-5	-1
19	5	6%	/	/	-2
20	-8	4%	-8%	1	8
21	-13	4%	2%	-1	23
22	-2	2%	-3%	2	10
23	-15	3%	9%	-1	-3
24	-10	0%	/	29	-12
25	-3	5%	-6%	-6	11
26	3	-1%	0%	1	2
27	2	1%	4%	-1	9
28	-2	12%	-4%	0	-4
29	30	-1%	-3%	-12	0
30	-25	2%	-2%	7	-3

Entries from the list above containing bromine:
No.	SMILES	Menin-MLL TR inh	GALK inhibitor	B2AR arrestin	FBPA coupling cs	Giardia kill	MLL CXXC-DNA inh
3	CC(=O)C1=C(C)NC(=O)NC1c1cc(Br)ccc1OCC(N)=O (stereo not given)	-23%	1%	-0.4%	1	4	1%
4	O=C(COC(=O)Cn1cc(C(F)(F)F)ccc1=O)Nc1ccc(Br)cc1F	/	/	-0.5%	/	-1	/
9	O=C(N/N=C/c1ccncc1)c1cc(Br)ccc1OCc1ccccc1	-13%	1%	0.5%	3	18	9%

No.	hERG WT inh	USP2a block	PKM2 activator	TRPV1 ag	KCNH2 3.1 inh
3	4	0%	-6%	5	-13
4	3	0%	/	16	-7
9	1	3%	6%	12	-19

Later entries.
No.	SMILES	Menin-MLL TR inh	GALK inhibitor	B2AR arrestin	FBPA coupling cs	Giardia kill	MLL CXXC-DNA inh
31	CC(C)c1ccc(NC2CCCN(C(=O)c3cscn3)C2)cc1 (stereo not given)	/	0%	-1.1%	/	-5	-7%
32	O=C1CN(C(=O)COc2ccc(Cl)c(Cl)c2)c2ccccc2N1	/	/	-0.1%	/	0	/
33	CC(NCc1cccn1C)c1ccccc1 (stereo not given)	?	6%	-0.9%	0	-12	-8%
34	COc1ccc2cc(CCNC(=O)c3c(-c4ccccc4Cl)noc3C)c(=O)[nH]c2c1	0%	-3%	0.2%	4	-12	2%
35	O=C(NCCc1ccc2c(c1)OCCO2)c1cc(F)cc(F)c1	12%	0%	-1.0%	1	17	2%
36	COc1ccccc1NC(=S)N(Cc1ccco1)Cc1cc2cc(C)ccc2[nH]c1=O	1%	2%	-0.4%	1	0	-9%
37	CCc1ccc2[nH]c(O)c(N=Nc3nc(-c4ccccc4)cs3)c2c1	?	/	0.1%	-2	-4	-13%
38	COc1ccc(C)cc1NC(=O)CN(C)C1CCCCC1	-2%	12%	-0.7%	1	12	8%
39	O=C(Nc1nc2c(s1)CCCC2)C1CCCN1C(=O)c1cccs1 (stereo not given)	-7%	1%	-0.1%	-1	-11	8%
40	Clc1ccc(-c2noc(CN(Cc3ccccn3)CC3CCCO3)n2)cc1 (stereo not given)	?	13%	0.1%	-1	-10	11%
41	O=C1CC(N2CCN(C(c3ccccc3)c3ccccc3)CC2)C(=O)N1 (stereo not given)	-1%	4%	-0.4%	1	6	-4%

No.	hERG WT inh	USP2a block	PKM2 activator	TRPV1 ag	KCNH2 3.1 inh
31	-11	2%	/	?	17
32	1	-2%	/	2	-4
33	7	2%	-11%	3	1
34	4	3%	0%	1	6
35	7	-5%	-2%	?	-3
36	-1	2%	-2%	10	6
37	-13	1%	-2%	0	4
38	-2	-1%	6%	26	8
39	-14	5%	1%	-2	-4
40	-3	0%	0%	3	4
41	3	5%	2%	4	-1

Whole records as entered above. Order of screens: Menin-MLL TR inh, GALK inhibitor, B2AR arrestin, FBPA coupling cs, Giardia kill, MLL CXXC-DNA inh, hERG WT inh, USP2a block, PKM2 activator, TRPV1 ag, KCNH2 3.1 inh
Record of CC(=O)Nc1nnc(/C=C/c2cccc([N+](=O)[O-])c2)s1 : 20%, -7%, 0.2%, 4, 27, 26%, 30, -1%, -3%, -12, 0
Record of COc1ccc(S(=O)(=O)N2CCN(Cc3cccs3)CC2)cc1OC : /, /, -0.1%, /, -19, /, 5, 6%, /, /, -2

High-throughput results from PubChem.

This is a subset; count on the stated rates, not on these rows.
